# Screening results as filed in PubChem.
# PLK1 PBD inh: blocks phosphopeptide binding to human Plk1 polo box domain | Plk1 PBD phosphopeptide binding, fluorescence polarization | P53350 | actives 0.13% (n = 97,000) | inhibition, %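 (tested at about 20 µM)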; in the data active means inhibition above about 34%, passing the limit was not always enough
# ERb coact inh: blocks coactivator binding to human estrogen receptor beta | Q92731 | TR-FRET ER-beta LBD / SRC1-Cy5 peptide binding; receptor agonist-loaded with 1 µM estradiol | actives 1.3% (n = 86,000) | inhibition, % at 25.6 µM;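 active means compounds whose percent inhibition of the receptor-coactivator binding signal exceeds about 50% in the single-dose screen, limit read from the data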;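 further: 0% = receptor plus peptide wells without compound and 100% = peptide-only wells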
# Rev-RRE block: disrupts HIV-1 Rev binding to RRE RNA; inhibition, % at 8 µM; actives 0.79% (n = 97,000); P05866; AID 704; Rev peptide-RRE RNA binding, FRET;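 active means inhibition above the screen-wide mean plus 3 SD, cut at about 35% in these data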;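 further: 0% = median DMSO wells and 100% = median Neomycin B control wells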
#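 System: Cy5-labelled duplex RRE RNA binding fluorescein-labelled HIV Rev peptide; Signal: fluorescein-to-Cy5 FRET, 480 nm excitation; Also added: labelled Rev peptide; Compound: one concentration, 8 µM nominal; Buffer or medium: HEPES pH 7.5 salt buffer with EDTA; Read-out: % inhibition of FRET ratio versus controls; Schedule: 5 min preincubation and 15 min binding, 25 °C.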
# ERa coact inh: blocks coactivator binding to human estrogen receptor alpha; P03372; TR-FRET ER-alpha LBD / SRC-1 peptide, estradiol-bound; inhibition, % at 25.6 µM; actives 1.7% (n = 86,000); AID 629; in the data active means inhibition above about 50%;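 further: 0% = receptor plus peptide control and 100% = peptide only without receptor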
# PLK1 kinase inh: PLK1 (human) kinase inhibition. P53350. recombinant PLK1 kinase, TR-FRET peptide phosphorylation. inhibition, % at 10 µM. actives 0.53% (n = 97,000);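 active means inhibition of 50% or more in the single-concentration screen; inactive means inhibition below 50%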;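 further: 0% = DMSO max control and 100% = H-89 dihydrochloride min control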
# FAK inh: inhibitors of human focal adhesion kinase; biochemical FAK kinase activity assay; Q05397; inhibition, %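 (tested at 7 µM)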; AID 727; actives 0.84% (n = 97,000); in the data active means inhibition above about 19%;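 further: 0% = DMSO and 100% = reference compound high control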
# Target sequence (Q05397 whole entry, looked up): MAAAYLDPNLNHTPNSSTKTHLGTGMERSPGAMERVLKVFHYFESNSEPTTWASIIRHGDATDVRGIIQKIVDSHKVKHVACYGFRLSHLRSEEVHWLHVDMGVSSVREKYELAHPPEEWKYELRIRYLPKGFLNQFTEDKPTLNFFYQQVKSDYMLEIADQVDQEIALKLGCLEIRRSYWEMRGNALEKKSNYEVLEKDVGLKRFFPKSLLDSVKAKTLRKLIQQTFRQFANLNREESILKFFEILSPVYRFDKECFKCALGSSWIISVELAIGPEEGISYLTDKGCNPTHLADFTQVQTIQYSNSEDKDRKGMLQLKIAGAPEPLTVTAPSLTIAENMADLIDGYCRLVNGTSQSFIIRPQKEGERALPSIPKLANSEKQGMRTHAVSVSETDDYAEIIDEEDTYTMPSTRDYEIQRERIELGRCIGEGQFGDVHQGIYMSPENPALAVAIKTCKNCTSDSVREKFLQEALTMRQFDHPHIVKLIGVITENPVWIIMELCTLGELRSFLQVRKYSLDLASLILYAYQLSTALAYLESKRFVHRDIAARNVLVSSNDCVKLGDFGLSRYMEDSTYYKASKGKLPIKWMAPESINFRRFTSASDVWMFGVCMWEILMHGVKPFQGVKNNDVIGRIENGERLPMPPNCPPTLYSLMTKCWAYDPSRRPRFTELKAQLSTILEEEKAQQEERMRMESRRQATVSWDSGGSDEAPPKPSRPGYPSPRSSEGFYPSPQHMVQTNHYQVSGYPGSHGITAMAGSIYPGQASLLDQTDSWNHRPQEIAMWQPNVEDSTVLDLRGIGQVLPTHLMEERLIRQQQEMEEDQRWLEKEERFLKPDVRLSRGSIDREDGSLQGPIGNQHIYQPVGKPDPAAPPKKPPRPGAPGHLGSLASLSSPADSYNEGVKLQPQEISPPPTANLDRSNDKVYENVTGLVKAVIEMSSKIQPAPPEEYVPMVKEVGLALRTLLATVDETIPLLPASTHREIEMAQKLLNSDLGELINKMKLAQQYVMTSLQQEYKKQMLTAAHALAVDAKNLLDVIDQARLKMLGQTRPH
# Mac1 fbg enh: increases human CD11b/CD18 adhesion to fibrinogen | K562 CD11b/CD18 adhesion to fibrinogen, ATPlite luminescence | P05107+P11215 | activation, % at 10 µM | AID 1499 | actives 0.07% (n = 93,000);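 active means 10 µM primary screen giving 50% or more activity, confirmed by 40% or more on retest at that dose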; further: strong numbers were not always called active
# Mac1 fbg inh: inhibitors of human CD11b/CD18 binding to fibrinogen; AID 1497; K562 CD11b/CD18 adhesion to fibrinogen, ATPlite luminescence; Mn2+ added to activate the integrin; actives 0.54% (n = 93,000); P05107+P11215; inhibition, % at 10 µM;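 active means primary inhibition of 50% or more at 10 µM, then 40% or more on retest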; further: some results filed as inactive read as strong as hits
# ERa SRC1 pot: ER-alpha (human) coactivator binding potentiation | P03372 | TR-FRET ERalpha-LBD/SRC-Cy5 coactivator binding, 2 h; 100 = basal binding, no effect | coactivator binding (% of control), % at 25.6 µM | actives 1.3% (n = 86,000) | AID 639; in the data active means activity above about 200%;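 further: binding measured in presence of low estradiol as agonist stimulus; 0% = peptide alone without receptor and 100% = receptor with peptide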
# * marks the source's active call; other numbers are inactive results; · = not tested or not shown; [ ] = another dose, or the depositor's remark.
# The line under a structure holds: PLK1 PBD inh	ERb coact inh	Rev-RRE block	ERa coact inh	PLK1 kinase inh	FAK inh	Mac1 fbg enh	Mac1 fbg inh	ERa SRC1 pot
> O=c1oc2cc(OCc3nn[nH]n3)ccc2c2c1CCCC2
 : -6	1	0	22[fluorescence artefact?]	-6	-6	1	-14	115
> COc1cc(-c2nnc(-c3ccc(S(=O)(=O)c4ccccc4)cc3)o2)cc(OC)c1OC
 : 0	36[fluorescence artefact?]	1	58*	-36	-11	-5	-1	86[fluorescence artefact?]
> COc1ccccc1NC(=O)C1CCCCC1
 : -14	-23	6	-24	-19	1	-6	3	104
> O=C(COc1ccc(-n2cnnn2)cc1)NCCc1ccc(F)cc1
 : -2	0[fluorescence artefact?]	3	5	-6	-2	1	-9	121[fluorescence artefact?]
> COc1cc(NC(=O)CS(=O)(=O)c2ccccc2)cc(OC)c1OC
 : 17	0	5	2	-13	-1	-5	-1	135
> Cc1cc(C)nc(SCC(=O)O)n1
 : ·	-1	·	-5[fluorescence artefact?]	·	·	0	2	80
> Cc1ccccc1NC(=O)NCCCN1CCN(c2ccccc2)CC1
 : 19	3[fluorescence artefact?]	-6	5	1	4	0	-49	97
> Cc1ccc(SCCNC(=O)/C=C/c2ccccc2Cl)cc1
 : 43	·	15	·	-10	0	-2	15	·
> O=S(=O)(CCCc1ccccc1)c1ncn[nH]1
 : -14	0[fluorescence artefact?]	5	3	5	-2	-7	-4	125
> CC12CCC(C(=O)NCc3ccccn3)(OC1=O)C2(C)C (stereo not drawn)
 : 7	-1	5	-2	-1	-6	-3	-36	114
> Cc1ccc(CNC2=NCCCCC2)n1C
 : -2	7[fluorescence artefact?]	4	5[fluorescence artefact?]	-12	-3	0	-29	115[fluorescence artefact?]
> CCOc1ccc(NC(=O)CNC(=O)c2ccc(OC)c(OC)c2)cc1
 : -3	-5	-1	-14	-6	1	-8	-8	110
> CCOc1cccc(NC(=O)C2CC(=O)N(C)C2)c1 (stereo not drawn)
 : 18	-7	11	-4	-12	-1	-5	-9	162
> CNC(=O)COc1ncnc2sc(C)c(C)c12
 : -5	2	3	7	5	-5	-3	-35	91
> O=C(Nc1cc(S(=O)(=O)N2CCCC2)ccc1Cl)C1=COCCO1
 : -18	-11	2	-10	2	0	-4	-9	103
> Cc1cc(NS(=O)(=O)c2ccc(NC(=O)CCCC(=O)O)cc2)nc(C)n1
 : 6	·	7	·	-9	2	·	·	·
> CCCCn1c(CCNC(=O)c2cccs2)nc2ccccc21
 : -17	-4	6	3	16	2	13	21	88
> Cc1cc(C)c2nc(-c3ccccn3)cc(C(=O)NCc3ccco3)c2c1
 : -22	63*[fluorescence artefact?]	9	66*	-9	3	42	-7	83
> Cc1ccc(-c2nnn(CC(=O)N(CC(=O)NCC3CCCO3)c3ccccc3)n2)o1 (stereo not drawn)
 : 17	-2	-4	-2	-5	0	6	-17	112
> CCOC(=O)/C(=C\Nc1ccccc1C(F)(F)F)Sc1ncc(C(F)(F)F)cc1Cl
 : 25	-2	19	-6	0	-1	0	6	90
> CCCC(=O)NC(=S)Nc1c(C)cc(Br)cc1C
 : -23	·	-1	·	-5	4	·	·	·
> CCCn1nnnc1SCC(=O)NNC(=O)C1CCCCC1
 : 1	·	3	·	-9	-4	·	·	·
> N#Cc1c(NCCCO)nc(-c2ccco2)c2c1CCCC2
 : -8	2	11	8	0	-1	1	1	95
> CC(=O)c1ccc(OC(=O)C2c3ccccc3Oc3ccccc32)cc1
 : 25	·	9	·	-21	2	·	·	·
> O=C(Nc1cccc(Cl)c1)N(CCN1CCOCC1)Cc1ccccc1F
 : 5	-7	7	-11	2	2	-1	0	114
> CCCCOc1ccc(C(=O)Nc2ccncc2)cc1
 : 6	2	14	-15	-1	3	-9	96*	101
> Cc1cc(-c2ccccc2)c2c3c(c(-c4ccccc4)n2n1)c(=O)n(C)c(=O)n3C
 : -16	·	19	·	-16	-1	·	·	·
> O=C1CCC(C(=O)OCc2c(Cl)cccc2Cl)N1 (stereo not drawn)
 : -4	4	9	-2	-10	-2	-5	-8	108
> COC(=O)C(c1cc(OC)c(O)c(OC)c1)(N1CCNC(C)C1)C(F)(F)F (stereo not drawn)
 : ·	1	·	-7	·	·	-1	-2	116
> CCSc1nnc(NC(=O)CSc2nc3c(c(=O)n2-c2ccccc2OC)SCC3)s1
 : -8	-6	2	-13	-4	-3	·	·	89[fluorescence artefact?]

# A second format for part of the listing above.
PLK1 PBD inh | ERb coact inh | Rev-RRE block | ERa coact inh | PLK1 kinase inh | FAK inh | Mac1 fbg enh | Mac1 fbg inh | ERa SRC1 pot | structure
6 | · | 7 | · | -9 | 2 | · | · | · | Cc1cc(NS(=O)(=O)c2ccc(NC(=O)CCCC(=O)O)cc2)nc(C)n1
-17 | -4 | 6 | 3 | 16 | 2 | 13 | 21 | 88 | CCCCn1c(CCNC(=O)c2cccs2)nc2ccccc21
-22 | 63*[fluorescence artefact?] | 9 | 66* | -9 | 3 | 42 | -7 | 83 | Cc1cc(C)c2nc(-c3ccccn3)cc(C(=O)NCc3ccco3)c2c1
17 | -2 | -4 | -2 | -5 | 0 | 6 | -17 | 112 | Cc1ccc(-c2nnn(CC(=O)N(CC(=O)NCC3CCCO3)c3ccccc3)n2)o1 (stereo not drawn)
25 | -2 | 19 | -6 | 0 | -1 | 0 | 6 | 90 | CCOC(=O)/C(=C\Nc1ccccc1C(F)(F)F)Sc1ncc(C(F)(F)F)cc1Cl
-23 | · | -1 | · | -5 | 4 | · | · | · | CCCC(=O)NC(=S)Nc1c(C)cc(Br)cc1C
1 | · | 3 | · | -9 | -4 | · | · | · | CCCn1nnnc1SCC(=O)NNC(=O)C1CCCCC1
-8 | 2 | 11 | 8 | 0 | -1 | 1 | 1 | 95 | N#Cc1c(NCCCO)nc(-c2ccco2)c2c1CCCC2
25 | · | 9 | · | -21 | 2 | · | · | · | CC(=O)c1ccc(OC(=O)C2c3ccccc3Oc3ccccc32)cc1

# Later entries
# The line under a structure holds: PLK1 PBD inh	ERb coact inh	Rev-RRE block	ERa coact inh	PLK1 kinase inh	FAK inh	Mac1 fbg enh	Mac1 fbg inh	ERa SRC1 pot
> CCCOc1ccc2[nH]cc(C(=O)O)c(=O)c2c1
 : 12	3[fluorescence artefact?]	11	7[fluorescence artefact?]	-13	4	-4	-11	101[fluorescence artefact?]
> O=C(CN1CCN(c2ccccn2)CC1)N1c2ccccc2Sc2ccc(C(F)(F)F)cc21
 : -27	5[fluorescence artefact?]	9	8[fluorescence artefact?]	-8	6	-1	22	109
> COc1cccc(-c2nnn(CC(=O)Nc3ccc(C)cc3C)n2)c1OC
 : ·	31	·	27[fluorescence artefact?]	·	·	-4	5	283*[fluorescence artefact?]
> CN(C)S(=O)(=O)Nc1ccc2c(c1)OCO2
 : ·	-7[fluorescence artefact?]	·	-7	·	·	2	-3	107
> Cc1oc(-c2cccc(Cl)c2)nc1CN1CCC(C(=O)NCc2cccnc2)CC1
 : 1	-7	3	-6	1	-2	-5	18	74
> O=C(NC1CCCCC1)N1CCN(C(=O)c2ccco2)CC1
 : -1	-5	5	2	-2	0	2	-1	90
> Cc1ccccc1NC(=O)c1ccccc1NC(=O)c1ccco1
 : 17	-10[fluorescence artefact?]	3	-24	0	2	6	-8	95
> CCOC(=O)C(=CNc1cc(C)nn1-c1ccccc1)C(=O)OCC
 : -11	-3	2	-2	-17	0	-3	1	134
> CCOc1ccc(/C=N/NC(=O)C(C)N(c2ccc(OC)cc2)S(C)(=O)=O)cc1 (stereo not drawn)
 : -13	·	15	·	-8	1	-1	-10	·
> COc1ccc(Cl)cc1-n1c(C)cc(C(=O)O)c1C
 : ·	0	·	0	·	·	3	1	82
> Cn1c(NCCCN2CCOCC2)nc2c1c(=O)n(Cc1ccc(Cl)cc1Cl)c(=O)n2C
 : -10	-8[fluorescence artefact?]	4	4[fluorescence artefact?]	0	4	1	-16	122
> CCOc1ccc(OCC(=O)N2CCOCC2)cc1
 : 12	-7	6	-9	-13	0	0	-14	116
> Cc1cccc(OCC(O)CN2C(C)(C)CC(O)CC2(C)C)c1C (stereo not drawn)
 : -7	-4	-2	2	-10	0	0	7	126
> C1CCC(C23CC4CC(CC(C4)C2)C3)NC1 (stereo not drawn)
 : -13	-3	1	0	-15	0	·	·	100
> CCOc1ccccc1NC(=O)C1CCC(CNc2c(N3CCOCC3)c(=O)c2=O)CC1 (stereo not drawn)
 : ·	1	·	-7	·	·	1	10	112

# (listing goes on)
# Assay codes: A = PLK1 PBD inh; B = ERb coact inh; C = Rev-RRE block; D = ERa coact inh; E = PLK1 kinase inh; F = FAK inh; G = Mac1 fbg enh; H = Mac1 fbg inh; I = ERa SRC1 pot
COc1ccc(C(C(C(=O)c2ccco2)N2CCOCC2)N2CCOCC2)cc1 (stereo not drawn)
  A: -4 | B: -1 | C: 8 | D: -5 | E: -11 | F: -2 | G: · | H: · | I: 126

O=C1Nc2ccc(NS(=O)(=O)c3cccs3)c3cccc1c23
  A: 8 | B: 19[fluorescence artefact?] | C: 1 | D: -8[fluorescence artefact?] | E: 14 | F: 42* | G: -2 | H: 8 | I: 96

COC(=O)c1nn(-c2ccccc2)c(Cl)c1/C=N/OCc1ccc(C)cc1
  A: 5 | B: · | C: 3 | D: · | E: -13 | F: 3 | G: · | H: · | I: ·

COc1ccc(CCNc2cc(N3CCN(C(=O)c4ccccc4F)CC3)ccc2[N+](=O)[O-])cc1OC
  A: -11 | B: · | C: -2 | D: · | E: -11 | F: -2 | G: · | H: · | I: ·

Cc1nc(NCCCN2CCOCC2)c2oc3ccccc3c2n1
  A: 6 | B: -10 | C: 8 | D: -27 | E: -1 | F: 11 | G: · | H: · | I: 112

CCOC(=O)c1c(-c2ccccc2)n(C)c2ccc(O)cc12
  A: -6 | B: -6 | C: 9 | D: 1 | E: -5 | F: 11 | G: -2 | H: 13 | I: 84

CCOc1ccc(NC(=O)CN(C2CCCCC2)S(C)(=O)=O)cc1
  A: -11 | B: -2 | C: -1 | D: -7 | E: -12 | F: 2 | G: -3 | H: -7 | I: 97

CSCCC(NC(N)=O)C(=O)NCc1cccc(Cl)c1 (stereo not drawn)
  A: -22 | B: · | C: 3 | D: · | E: -7 | F: 0 | G: -2 | H: 4 | I: ·

CC(Oc1ccccc1)C(=O)NC1CCN(Cc2ccccc2)CC1 (stereo not drawn)
  A: 20 | B: -9 | C: 1 | D: 1 | E: -10 | F: -3 | G: · | H: · | I: 109

Cn1c(=O)[nH]c(=O)c2c1nc(CN1CCN(c3cccc(Cl)c3)CC1)n2CCc1ccccc1
  A: 21 | B: 2 | C: -4 | D: 22 | E: -8 | F: 1 | G: 58 | H: -24 | I: 109

CCOC(=O)C1(S(=O)(=O)c2ccc(Cl)cc2)CCN(Cc2ccccc2)CC1
  A: -3 | B: · | C: 6 | D: · | E: -4 | F: 1 | G: 5 | H: -3 | I: ·

CCOC(=O)c1cc2oc(C(c3nnnn3C3CCCCC3)N3CCOCC3)cc2[nH]1 (stereo not drawn)
  A: 0 | B: -7 | C: 6 | D: 5 | E: -18 | F: 3 | G: · | H: · | I: 103

CCOC(=O)C1=C(C)NC(=O)C(C(N)=O)C12CCCC2 (stereo not drawn)
  A: 18 | B: 8 | C: 4 | D: -6 | E: -2 | F: -2 | G: 0 | H: -11 | I: 99[fluorescence artefact?]

CN1CCN(c2ccc(S(=O)(=O)N3CCCCC3)cn2)CC1
  A: -19 | B: -6 | C: 4 | D: 3 | E: -8 | F: -2 | G: 4 | H: -18 | I: 96

COc1ccc2cc(CCNC(=O)CC(C)(C)C)c(=O)[nH]c2c1
  A: -10 | B: -19 | C: 3 | D: -3 | E: -14 | F: 2 | G: · | H: · | I: 116
